CXCR6 inh: CXCR6 (human) receptor inhibition | O00574 | CHO-K1 PathHunter CXCR6 beta-arrestin, luminescence | inhibition, % at 20 µM | hit rate 0.36% among 360,000 | AID 602244; in the data active = inhibition above about 34%, passing the limit was not always enough;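 also: antagonist mode with CXCL16 agonist at 10 nM final; 0% = 10 nM CXCL16 with DMSO and 100% = unstimulated wells without agonist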
Target sequence (O00574 whole entry, looked up): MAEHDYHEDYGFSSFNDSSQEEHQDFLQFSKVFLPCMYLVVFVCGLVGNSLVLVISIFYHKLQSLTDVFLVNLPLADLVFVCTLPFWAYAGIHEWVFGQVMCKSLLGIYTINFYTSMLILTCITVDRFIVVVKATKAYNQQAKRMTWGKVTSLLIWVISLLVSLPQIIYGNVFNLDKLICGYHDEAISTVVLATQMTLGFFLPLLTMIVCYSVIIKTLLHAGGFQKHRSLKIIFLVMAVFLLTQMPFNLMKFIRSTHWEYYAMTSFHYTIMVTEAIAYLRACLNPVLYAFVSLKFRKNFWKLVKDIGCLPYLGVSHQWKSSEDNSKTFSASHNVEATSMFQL
Gli-Sufu antag: blocks Gli-Sufu signaling in a luciferase reporter; Sufu-KO-LIGHT fibroblasts, Gli luciferase reporter luminescence; inhibition, % at 5 µM; hit rate 0.74% among 340,000; AID 588413;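 active = inhibition above about 55%, limit read from the data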;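 also: 0% = DMSO-treated cells and 100% = wells with medium but no cells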
CCR6 antag: CCR6 (human) receptor antagonism | CHO-K1 CCR6 PathHunter beta-arrestin, luminescence, CCL20-stimulated | P51684 | AID 493098 | hit rate 0.49% among 340,000 | inhibition, % at 20 µM;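 active = compounds whose inhibition of the agonist-driven luminescence signal at 20 µM reaches about 50%, limit read from the data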;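 also: cells stimulated with CCL20 at 14 nM final; plate controls were DMSO with CCL20 for no effect and DMSO without agonist for full effect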
Target sequence (P51684 whole entry, looked up): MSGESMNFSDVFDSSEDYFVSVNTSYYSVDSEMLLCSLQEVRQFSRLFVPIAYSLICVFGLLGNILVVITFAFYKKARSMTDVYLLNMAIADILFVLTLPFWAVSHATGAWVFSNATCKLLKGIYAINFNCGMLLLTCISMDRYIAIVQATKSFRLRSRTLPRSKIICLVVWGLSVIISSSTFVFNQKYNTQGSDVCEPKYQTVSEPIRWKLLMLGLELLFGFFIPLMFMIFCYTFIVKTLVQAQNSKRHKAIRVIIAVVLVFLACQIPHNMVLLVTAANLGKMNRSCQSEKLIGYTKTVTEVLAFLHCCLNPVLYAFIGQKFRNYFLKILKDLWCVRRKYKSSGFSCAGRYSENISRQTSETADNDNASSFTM
APJ ag: activates the human apelin receptor APJ. P35414. CHO-K1 APJ PathHunter beta-arrestin, luminescence; 0% DMSO wells, 100% apelin. hit rate 0.11% among 330,000. activation, % at 20 µM;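 active = activation more than six SD over the plate average, tested at 20 µM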;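 also: 0% = DMSO alone and 100% = apelin-13 at 10 nM; some results filed as inactive read as strong as hits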
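Test system: CHO-K1 APJ beta-arrestin complementation cell line | Compound: Single test compound dose, 20 µM final, 1% DMSO | Incubation: Compound 90 min 25 °C, reagent 1 h | Measured by: beta-gal luminescence | Read-out basis: APJ–arrestin association signal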
UBC13 polyUb: human UBC13 polyubiquitination inhibition | hit rate 0.47% among 330,000 | UBC13 polyubiquitin chain formation, TR-FRET | P61088 | inhibition, % at 20 µM; in the data active = inhibition above about 45%, passing the limit was not always enough
ATG4B inhibitor: blocks human ATG4B protease cleavage of LC3 substrate | ATG4B cleavage of LC3-PLA2, NBD-HPC fluorescence, 1 h | hit rate 0.51% among 340,000 | AID 504462 | inhibition, % at 8.33 µM | Q9Y4P1; in the data active = inhibition above about 40%
Target sequence (Q9Y4P1 whole entry, looked up): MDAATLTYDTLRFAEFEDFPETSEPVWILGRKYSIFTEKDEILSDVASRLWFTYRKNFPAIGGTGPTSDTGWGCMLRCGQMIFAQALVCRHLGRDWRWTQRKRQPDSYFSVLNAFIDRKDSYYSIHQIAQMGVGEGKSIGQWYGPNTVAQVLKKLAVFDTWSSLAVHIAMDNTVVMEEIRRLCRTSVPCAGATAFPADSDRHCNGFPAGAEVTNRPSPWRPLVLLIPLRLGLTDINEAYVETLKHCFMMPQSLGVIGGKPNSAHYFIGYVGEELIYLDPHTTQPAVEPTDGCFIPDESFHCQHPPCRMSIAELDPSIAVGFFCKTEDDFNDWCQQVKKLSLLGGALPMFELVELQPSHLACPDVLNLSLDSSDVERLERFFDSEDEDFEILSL
APJ antagonist: blocks the human apelin receptor APJ; CHO-K1 APJ beta-arrestin complementation, luminescence; inhibition, % at 20 µM; hit rate 0.32% among 330,000; AID 2521;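 active = inhibition above about 40% at 20 µM, limit read from the data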;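 also: cells challenged with 10 nM apelin-13 agonist together with compound; plate controls were apelin-13 plus DMSO wells for no effect and DMSO wells lacking apelin-13 for full effect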
EBI2 antag: EBI2 (human) antagonism. P32249. EBI2 beta-arrestin recruitment, luminescence, 7a,25-OHC stimulated. inhibition, % at 5 µM. hit rate 0.81% among 360,000; in the data active = inhibition above about 38%;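 also: enzyme fragment complementation signal reports receptor beta-arrestin coupling in cells; 0% = agonist plus DMSO wells and 100% = wells without agonist; some results beyond the cut were filed as inactive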
The depositor's hits bear a star; x = no result given.

SMILES	CXCR6 inh	Gli-Sufu antag	CCR6 antag	APJ ag	UBC13 polyUb	ATG4B inhibitor	APJ antagonist	EBI2 antag
CC(C)Oc1ccc(Cc2c(O)nc(NCCCN(C)C)[nH]c2=O)cc1	1.2	9.0	7.1	-4.4	8.1	4.3	14.8	7.9
CC1(C)CC(=O)C=C(c2ccc(OC(F)(F)F)cc2)C1	-17.8	-5.6	15.6	-2.5	6.7	12.7	4.9	-5.8
Cc1ccc(C)c(CN2CCC(CNC(=O)Nc3ccc(C)c(F)c3)CC2)c1	4.6	6.5	-5.9	0.1	19.1	1.9	8.4	22.1
COc1ccccc1N1CCN(C(=O)c2ccc(-c3ccc(Cl)cc3)o2)CC1	-0.2	-3.2	6.4	-2.2	1.1	-5.5	7.4	36.3
COc1ccc(S(=O)(=O)N2CCN(C(=O)c3ccco3)CC2)cc1C(C)(C)C	-0.1	-4.4	23.0	-3.6	-4.2	-4.9	-6.0	10.9
CC(NC(=S)Nc1ccccc1)C1COc2ccccc2O1 (centres undefined)	-3.6	-6.0	-0.9	-1.2	-0.3	4.0	-5.9	-12.9
O=C(O)C(C(=O)/C=C/c1ccco1)=C1SCCS1	6.8	-12.5	-10.3	-3.0	-9.0	-1.5	8.5	2.2
CCOC(=O)c1cc(NC(=O)c2ccccc2)c(=O)oc1-c1ccccc1	7.4	-47.2	6.2	-1.0	-7.8	16.0	-14.6	16.1
COc1cc(NC(=O)C2CC2)c(OC)cc1NC(=O)CCC(=O)NC1CCN(Cc2ccccc2)CC1	-1.7	17.9	-9.5	-0.2	-0.1	-6.5	6.7	-20.3
NC(=O)NN=C(C1CC1)C1CC1	6.9	2.0	3.2	x	x	0.8	x	2.2
COc1ccc(CSc2ccc(S(=O)(=O)N3CCCCC3)cn2)cc1F	10.9	1.6	10.7	-1.9	0.3	2.6	-13.9	11.3
COc1ccccc1NC(=O)COC(=O)C1CC2C=CC1C2 (centres undefined)	19.1	2.1	8.5	-1.7	20.9	-16.1	8.9	-3.8

Five compounds picked at random from the list so far, as already listed:
SMILES	CXCR6 inh	Gli-Sufu antag	CCR6 antag	APJ ag	UBC13 polyUb	ATG4B inhibitor	APJ antagonist	EBI2 antag
O=C(O)C(C(=O)/C=C/c1ccco1)=C1SCCS1	6.8	-12.5	-10.3	-3.0	-9.0	-1.5	8.5	2.2
NC(=O)NN=C(C1CC1)C1CC1	6.9	2.0	3.2	x	x	0.8	x	2.2
Cc1ccc(C)c(CN2CCC(CNC(=O)Nc3ccc(C)c(F)c3)CC2)c1	4.6	6.5	-5.9	0.1	19.1	1.9	8.4	22.1
COc1ccccc1NC(=O)COC(=O)C1CC2C=CC1C2 (centres undefined)	19.1	2.1	8.5	-1.7	20.9	-16.1	8.9	-3.8
CC1(C)CC(=O)C=C(c2ccc(OC(F)(F)F)cc2)C1	-17.8	-5.6	15.6	-2.5	6.7	12.7	4.9	-5.8

Further records
SMILES	CXCR6 inh	Gli-Sufu antag	CCR6 antag	APJ ag	UBC13 polyUb	ATG4B inhibitor	APJ antagonist	EBI2 antag
O=[N+]([O-])c1cc(Cl)ccc1N1CCCC1	8.5	-5.5	7.0	-4.5	-14.8	6.2	15.0	4.8
Cc1cc2ncn(C(=O)N3CCCC3)c2cc1C	3.1	-32.0	-7.3	-2.5	6.1	-1.5	17.0	-2.5
COC(=O)c1ccc(CNC(=O)c2ccc(S(=O)(=O)N3CCCC(C)C3)cc2)cc1 (centres undefined)	-2.5	2.4	8.5	-3.9	-1.9	-0.3	7.0	19.6
O=[N+]([O-])c1cc(C(F)(F)F)ccc1NCCCCNS(=O)(=O)c1ccc(Cl)cc1	5.0	18.2	29.0	-2.7	-8.6	-4.8	1.2	7.3
CCCCNC(=O)C(Sc1ccccc1)c1ccccc1 (centres undefined)	3.3	1.8	-2.3	-2.2	3.9	14.4	-0.7	-2.9
CCCC(=O)NCC(c1cccs1)S(=O)(=O)c1ccc(C)cc1 (centres undefined)	-8.8	1.0	-0.2	0.3	-3.5	-3.2	-27.5	0.5
COC(=O)c1[nH]c2ccccc2c1NC(=O)CN1CCN(Cc2ccc3c(c2)OCO3)CC1	0.2	1.9	4.4	-2.5	7.8	-11.2	14.6	4.1
COC(=O)c1c(C)cccc1C1CN=NC12Cc1ccccc1C2=O (centres undefined)	1.1	23.1	7.0	x	x	4.8	x	3.0
Cc1ccc(OCc2cc(C(=O)N3CCC(Oc4cccnc4)CC3)no2)cc1C	-0.2	10.6	15.7	0.6	-0.4	13.9	17.8	-1.3
Cc1ccc(C)c(N(C)C(=O)COc2cc(=O)n(C)c3ccccc23)c1	-10.9	10.2	-10.4	-2.1	7.9	-0.5	-3.3	-5.0
CCOC(=O)C1C(c2ccc(OC)cc2)N(C)OC1(O)C(F)(F)F (centres undefined)	-1.8	10.3	-4.8	-0.4	6.5	-0.3	5.3	-0.4
CCOc1nc(NCCO)nc(Nc2cc(Cl)ccc2OC)n1	4.1	3.6	6.2	-3.5	-11.8	-7.5	2.6	-2.5
COc1ccccc1-n1c(C)nnc1SCC(N)=O	-1.8	-2.1	7.0	-1.5	-4.8	-4.3	6.2	-1.3
COc1ccc(N2C(=O)C3C4C=CC(c5ccccc5)(C3C2=O)C2C(=O)N(c3ccc(OC)cc3)C(=O)C42)cc1 (centres undefined)	5.5	7.6	8.4	-2.1	-3.6	-2.5	26.0	1.1
CS(=O)(=O)N1CCCC(C(=O)NC2CCCCCCC2)C1 (centres undefined)	1.2	2.9	2.4	-5.8	0.8	12.0	5.4	-4.8
Cc1ccc(NC(=O)N(Cc2cc3cc(C)cc(C)c3[nH]c2=O)CC2COCCO2)cc1 (centres undefined)	-2.1	14.0	9.7	-3.3	-2.2	-6.6	-4.9	6.9
CC(=O)Nc1ccc(NC(=O)CN2C(=O)COc3ccc(S(=O)(=O)N4CCOCC4)cc32)cc1	-0.8	-10.2	7.4	-4.6	4.1	7.1	19.5	-1.5
CCc1ccccc1NC(=O)c1cc(S(=O)(=O)N(C)C)ccc1N1CCCC1	-13.0	3.2	14.2	2.9	-6.4	-0.9	19.4	1.9
COc1ccccc1OCCOCCOc1c(C)cc(C)cc1Br	-1.0	13.8	24.6	-1.5	-17.9	8.5	1.3	-1.6
COc1ccc(-c2nc3ncccn3c2Nc2ccccc2)cc1	4.3	-10.5	-0.5	1.6	4.0	-4.1	6.1	3.5
Cc1cc(C)cc(C(=O)NC(CC(N)=O)c2ccc(NC3CCCC3)c([N+](=O)[O-])c2)c1 (centres undefined)	0.1	-5.7	20.0	0.3	-25.1	2.4	19.0	2.0
CC(=O)N1CCCc2ccc(NS(=O)(=O)c3ccc(C)cc3)cc21	-0.2	2.0	9.8	-9.2	-10.8	4.2	-18.0	-5.0
COCC1CCN(C(=O)c2cc(COc3cccc4cnccc34)on2)CC1	5.9	42.2	7.9	0.3	7.7	-8.1	1.9	-2.4
CCC(C)(C)n1nnnc1C(c1ccccn1)N1CCN(c2cccc(OC)c2)CC1 (centres undefined)	4.6	2.5	9.4	-3.9	-1.1	1.3	3.3	6.7
O=C(Nc1ccc(N2CCOCC2)nc1)c1ccc(C(F)(F)F)cc1	0.3	1.5	2.2	1.1	17.6	-1.3	1.7	1.6
CN1CCc2c(sc(N)c2C(=O)O)C1	-2.9	3.8	-3.4	-1.1	3.4	-7.5	12.9	2.9
CCOC(=O)c1c(S(=O)(=O)NCCc2ccc(OC)c(OC)c2)c(C)n(C)c1C	-0.6	-1.0	13.8	2.3	-5.8	-6.0	9.2	3.1
O=C(NC1CC1)c1ccc2c(c1)ncn2C1CCCC1	-3.8	-20.0	-0.8	-3.2	-5.0	0.6	1.0	-9.4
O=C1COc2ccc(C(=O)COC(=O)CNC(=O)C3CCCCC3)cc2N1	2.0	6.1	0.8	-2.1	-12.5	1.8	-22.7	4.0
CC1CCCN(S(=O)(=O)c2cccc3nonc23)C1 (centres undefined)	-4.4	-4.1	3.2	-3.5	11.7	6.6	7.2	2.7
Cc1ccc(C(=O)CSC2=C(C#N)C(c3ccco3)C3=C(CCCC3=O)N2)cc1 (centres undefined)	8.7	-7.0	16.2	-2.3	-20.2	6.1	9.2	6.7
O=C(CCC(=O)N(CC(=O)NC1CCCC1)Cc1ccc2c(c1)OCO2)Nc1ccccn1	3.0	-4.5	-6.6	-4.2	5.1	-4.3	2.9	3.9
Cc1cc(=O)oc2c(CN3CCCC3)c(O)c(Cl)cc12	6.5	5.5	5.1	0.7	16.8	-0.3	9.2	-3.9
Cc1nc2cc(-c3ccccc3)ccc2o1	-2.9	-16.8	11.8	-0.9	-6.4	-8.2	-2.9	1.8
CC(=O)c1sc(NC(=O)C2CCCN2S(=O)(=O)c2ccccc2F)nc1C (centres undefined)	1.7	-2.0	2.2	-0.2	-8.4	-3.5	-9.6	-2.3
CC(C)Oc1cccc(C(=O)C2CCCN(Cc3cnc(N4CCCC4)s3)C2)c1 (centres undefined)	-2.1	24.1	9.9	-3.2	-1.0	14.7	6.9	5.2
CNC(=O)C(=O)N/N=C/c1ccccn1	-8.1	-6.5	3.6	-3.4	-17.0	-0.2	-14.0	-10.5
COCCN1CC(C(=O)NCCc2nc(C)c(C)s2)CCC1=O (centres undefined)	3.6	-2.6	2.4	-4.4	4.7	5.2	-5.9	-13.1
Nc1ccccc1C(=O)Nc1ccc(Cl)cc1Cl	-6.1	-19.3	-10.8	-1.4	12.9	5.5	0.7	-3.1
N#Cc1nc(COc2ccccc2)oc1N1CCN(c2cccc(Cl)c2)CC1	-0.7	6.7	10.6	-4.1	-1.9	1.6	6.8	31.6
CC(/C=N\NC(=O)CN1CCN(Cc2ccccc2)CC1)=C\c1ccco1	-5.2	7.2	-2.0	-2.5	-12.5	-12.1	5.8	23.2
COc1ccc(NC(=O)CCCn2c(=O)c3sccc3n(Cc3ccccc3)c2=O)cc1	1.8	6.5	-1.1	0.0	11.2	1.1	-16.2	5.2
Cn1cc(CN2CCC(C(O)c3cccs3)CC2)c(-c2ccccc2F)n1 (centres undefined)	0.6	-4.1	0.8	-2.7	-1.5	-1.8	8.2	-3.2
O=C(CCC(=O)N1CCN(S(=O)(=O)c2ccc(Cl)cc2)CC1)Nc1ccc(Cl)cc1Cl	-2.5	-7.5	10.0	-2.0	12.7	-7.0	-3.1	-3.0
Cc1nc2ccccc2c(=O)n1CCN1CCOCC1	-0.4	0.6	-0.7	0.1	-5.4	1.2	-16.6	-13.9
C[C@H](CO)N1C[C@H](C)[C@H](CN(C)S(=O)(=O)c2ccccc2)Oc2c(NS(C)(=O)=O)cccc2C1=O	-7.8	10.4	-0.7	0.8	3.6	5.9	4.1	3.1
O=C(CN1CCCC1)Nc1ccc([N+](=O)[O-])cc1	1.7	3.2	4.1	-1.4	-3.0	-6.0	-9.7	3.0
O=c1oc(CCCO)cc2ccc(C#CC3(O)CCCCC3)cc12	-8.9	-1.7	11.9	-2.8	1.3	-1.4	3.3	-0.1
O=C(CSCSCC(=O)Nc1ccc2c(c1)OCO2)Nc1ccc2c(c1)OCO2	-4.8	2.6	11.6	2.4	1.8	-1.3	-43.6	6.7
O=C(CCCC(=O)N(c1ccc2c(c1)OCCO2)C(C(=O)NC1CCCCC1)c1ccc(Cl)cc1)Nc1ccccn1 (centres undefined)	-4.7	34.0	12.9	0.2	-1.2	-7.7	12.6	22.9
CN1CCCN(C(=O)c2cc(-c3cccc4ccccc34)nc3ccccc23)CC1	-0.5	2.1	4.2	0.6	26.3	-9.9	-1.1	1.4
CCCCn1c(/C=C/c2ccco2)nc2ccccc21	1.2	-4.9	11.9	-0.9	-2.1	9.4	1.3	-11.8
COc1ccccc1OCC(=O)NCC(C)NC(=O)COc1ccccc1OC (centres undefined)	-7.9	3.5	18.1	-1.7	1.7	4.5	-5.9	-17.8
COc1cccc(CNC(=O)CCN2C(=S)NC(C)(C)CC2C)c1 (centres undefined)	-4.8	25.8	7.1	-2.1	-4.7	-17.8	7.7	0.5
CCOC(=O)C1C(=O)C(C(C)=O)C(=O)CC1CC(C)SCC (centres undefined)	-1.7	4.7	-0.8	-0.7	-2.0	18.8	-16.6	2.0

Screening data from PubChem.
